Screening data deposited in PubChem BioAssay by Southern Research Specialized Biocontainment Screening Center.
M. tuberculosis HTS = M. tuberculosis growth inhibition, HTS (AID 449762) | M. tuberculosis H37Rv growth inhibition, 7H9 media; higher % means a stronger effect | inhibition, % at 25 µM, or IC50 in µM where a hit was titrated | 330,000 compounds, 0.59% hits; in the data active = a potency from the dose series;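 also: bacterial growth assessed after seven days of incubation; strong numbers were not always called active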
VEEV TC-83 Vero = inhibitors of VEEV TC-83 cytopathic effect, confirmation, Vero cells (AID 588727). Vero cells, VEEV TC-83 cytopathic effect inhibition; higher % means a stronger effect. inhibition, % at 20 µM; hits with a dose series show IC50 in µM. 350,000 compounds, 0.13% hits; in the data active = a potency from the dose series; also: strong numbers were not always called active
PhoP GFP inhibition = PhoP regulon inhibitors, Salmonella typhi PhoP promoter GFP reporter, confirmatory (AID 1850); 310,000 compounds, 0.33% hits; inhibition, % at 50 µM, or IC50 in µM where a hit was titrated; Salmonella Typhi PhoP-promoter GFP reporter, fluorescence, 4 h; higher % means a stronger effect; in the data active = a potency from the dose series;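 also: 0% = induced wells with vehicle and 100% = uninduced wells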
An asterisk follows results filed as active. Some of the compounds tested; rates above refer to the full screens.

Screening C[C@H]1O[C@@H](O[C@H]2[C@@H](O)C[C@H](O[C@H]3[C@@H](O)C[C@H](O[C@H]4CC[C@@]5(C)[C@H](CC[C@@H]6[C@@H]5CC[C@]5(C)[C@@H](C7=CC(=O)OC7)CC[C@]65O)C4)O[C@@H]3C)O[C@@H]2C)C[C@H](O)[C@@H]1O returned PhoP GFP inhibition 1%.
Screening Cc1ccc2c(c1)C(c1ccncc1)=NNC(c1ccc(C(C)C)cc1)=N2 returned PhoP GFP inhibition -8%.
Screening COC(=O)c1[nH]c2cccc(OC)c2c1NC(=O)C(C)N1CCC(C)CC1 (configuration not stated) returned PhoP GFP inhibition -8%.
For CCCCCCN(C(=O)CCCCCN1C(=O)NC(c2ccc(-c3ccccc3)cc2)C(C(=O)OCc2ccccc2)=C1C)C(C(=O)NCCCC)c1ccc(O)cc1 (configuration not stated) the results were PhoP GFP inhibition -8%.
Screening CC1=CC2=NC(=O)/C(=C\c3ccc(-c4ccc(Cl)cc4)o3)C(=N)N2O1 returned PhoP GFP inhibition -11%.
`Cc1nc(NC2=NCN(C3CCCCC3C)CN2)nc2ccccc12` (configuration not stated) gave PhoP GFP inhibition -6%.
Screening O=S(=O)(O)C1CCNCC1 returned PhoP GFP inhibition 2%.
For O=C(C1=C(O)C(=O)N(CCCN2CCOCC2)C1c1ccncc1)c1cc2ccccc2o1 (configuration not stated) the results were PhoP GFP inhibition -5%.
Screening Cc1nc(/N=C(\N)Nc2ccccc2)nc2ccccc12 returned PhoP GFP inhibition -7%.
C=C1[C@@H](O)[C@@H]2O[C@]3(CC[C@H](/C=C/[C@@H](C)[C@@H]4CC(C)=CC5(O[C@H](C[C@@](C)(O)C(=O)OC)CC[C@H]5O)O4)O3)CC[C@H]2O[C@@H]1[C@@H](O)C[C@H](C)[C@H]1OC2(CCCCO2)CC[C@H]1C (some centres not stated) was read as M. tuberculosis HTS 8%.
For C[C@H]1CN([C@@H](C)CO)C(=O)c2cc(Br)cnc2O[C@@H]1CN(C)S(=O)(=O)c1ccccc1 the results were VEEV TC-83 Vero 2.2%.
Screening O=C1CSc2ccc(C(=O)N3CCCCC3)cc2N1 returned VEEV TC-83 Vero inactive.
`COc1ccc(N(CC(=O)N2CCN(c3ccccc3)CC2)S(=O)(=O)c2ccccc2)cc1` gave VEEV TC-83 Vero 2.4%.
`CNC(=O)C[C@H]1C(=O)N(c2ccc(Br)cc2)C[C@@H]1CSC` gave VEEV TC-83 Vero 0.1%.
Screening Cc1cccc(S(=O)(=O)N(C)C[C@H]2OCc3cnnn3CCCC(=O)N([C@H](C)CO)C[C@H]2C)c1 returned VEEV TC-83 Vero 0.7%.
`O=C(CSc1ncccn1)NC(=O)NC1CCCC1` gave VEEV TC-83 Vero 1.3%.
Screening COc1ccc(/C=C/C(=O)NC(=S)Nc2ccc(S(=O)(=O)Nc3cc(OC)ncn3)cc2)cc1 returned VEEV TC-83 Vero 4.3%.
Screening CCOC(=O)C(N=Nc1nn[nH]n1)C(C)=O (configuration not stated) returned VEEV TC-83 Vero 0.7%.
For C[C@H](CO)N1C[C@H](C)[C@@H](CN(C)S(=O)(=O)c2ccc(F)cc2)OCc2cn(nn2)CCCC1=O the results were VEEV TC-83 Vero inactive.
For CCc1nnc(NC(=O)Cc2ccc(OC)c(S(=O)(=O)N3CCOCC3)c2)s1 the results were VEEV TC-83 Vero inactive.
CCc1ccc(N2CC(C(=O)Nc3ccccc3N3CCCC3)CC2=O)cc1 (configuration not stated) was read as VEEV TC-83 Vero 0.0%.
For C[C@H]1CN([C@@H](C)CO)C(=O)c2cc(Br)cnc2O[C@@H]1CN(C)C(=O)C1CCC1 the results were VEEV TC-83 Vero inactive.
CC1(C)CC2(OC2c2ccccc2[N+](=O)[O-])C(=O)c2ccccc21 (configuration not stated) was read as VEEV TC-83 Vero 82%.
CCCc1c(C(=O)N/N=C/c2ccc(OCc3ccccc3)cc2)nnn1-c1nonc1N was read as VEEV TC-83 Vero 0.5%.
For C[C@@H]1CN([C@@H](C)CO)S(=O)(=O)c2ccc(Br)cc2O[C@@H]1CN(C)C(=O)c1ccncc1 the results were VEEV TC-83 Vero 0.5%.
Screening CC1CCCCN1CCCNC(=O)c1ccc2c(c1)NC(=O)CN2C (configuration not stated) returned VEEV TC-83 Vero inactive.
C/C(=N/NC(=O)c1nnn(-c2nonc2N)c1CSc1ccc(Cl)cc1)c1ccncc1 was read as VEEV TC-83 Vero 0.3%.
Cc1c(NS(=O)(=O)c2cc(C(=O)OCC(=O)c3ccccc3F)ccc2Cl)c(=O)n(-c2ccccc2)n1C was read as VEEV TC-83 Vero 1.0%.
Screening C=CCn1c(SCC(=O)NC2CCCC2)nc2ccccc21 returned VEEV TC-83 Vero 0.1%.
Screening O=S1(=O)CCN(C2CCCCCC2)CC1 returned VEEV TC-83 Vero inactive.
O=C1c2sccc2-c2cccc3cccc1c23 was read as VEEV TC-83 Vero 3.1%.
Screening CC(Sc1ccc(S(=O)(=O)N2CCCCC2)cn1)C(N)=O (configuration not stated) returned VEEV TC-83 Vero 3.4%.
Screening CC1CN(C(=O)COC(=O)c2cncc(Br)c2)CC(C)O1 (configuration not stated) returned VEEV TC-83 Vero 1.6%.
`CCCC(=O)NC(c1cccc([N+](=O)[O-])c1)c1ccc2cccnc2c1O` (configuration not stated) gave VEEV TC-83 Vero 7.9%.
`CCN(CC)C(=O)C1=C(C)N(CCCOC)C(=O)C(CC(=O)NC(c2ccccc2)c2ccccc2)C1` (configuration not stated) gave VEEV TC-83 Vero inactive.
`COc1ccc(NC(=O)N(C)C[C@@H]2Oc3cc(C#CCN(C)C)ccc3S(=O)(=O)N([C@H](C)CO)C[C@H]2C)cc1` gave VEEV TC-83 Vero inactive.
Screening CC(=O)c1c(C)[nH]c(C(=O)NCc2ccc(Cl)cc2)c1C returned VEEV TC-83 Vero inactive.
For O=C1NC(=O)C(C2CCOC2=O)N1 (configuration not stated) the results were VEEV TC-83 Vero 2.5%.
Screening Cc1ccn(CC(=O)NC2CCCN(Cc3ccccc3F)C2)n1 (configuration not stated) returned VEEV TC-83 Vero 2.8%.
`CCCNC(=O)N(C)C[C@@H]1Oc2cc(C#C[C@H](C)O)ccc2S(=O)(=O)N([C@H](C)CO)C[C@H]1C` gave VEEV TC-83 Vero 4.0%.
COC(=O)C1=C(c2ccc(OCc3ccccc3)cc2)C[C@@H]2CC[C@H]1N2C(=O)NCc1ccc(OC)cc1 was read as VEEV TC-83 Vero 2.9%.
Screening COc1ccc(NC(=S)N2Cc3ccccc3-n3nncc3C2)c(OC)c1 returned VEEV TC-83 Vero 0.8%.
For Cc1cc2cc3n(c2nn1)N=C(Cl)CC3 the results were VEEV TC-83 Vero 12%.
C[C@H](CO)N1C[C@H](C)[C@H](CN(C)Cc2ccncc2)Oc2ncc(Br)cc2C1=O was read as VEEV TC-83 Vero inactive.
COc1ccccc1N1CCN(CCC(=O)Nc2cccc(F)c2)CC1 was read as VEEV TC-83 Vero 4.2%.

3 compounds from above, ordered by length of the SMILES, high to low:
`COc1ccc(NC(=O)N(C)C[C@@H]2Oc3cc(C#CCN(C)C)ccc3S(=O)(=O)N([C@H](C)CO)C[C@H]2C)cc1` gave VEEV TC-83 Vero inactive.
COC(=O)C1=C(c2ccc(OCc3ccccc3)cc2)C[C@@H]2CC[C@H]1N2C(=O)NCc1ccc(OC)cc1 was read as VEEV TC-83 Vero 2.9%.
O=C1c2sccc2-c2cccc3cccc1c23 was read as VEEV TC-83 Vero 3.1%.

(further entries)
C[C@@H]1CCCCO[C@@H](CN(C)Cc2ccc(Cl)c(Cl)c2)[C@@H](C)CN([C@H](C)CO)C(=O)c2cc(NC(=O)CCC(F)(F)F)ccc2O1 was read as VEEV TC-83 Vero 4.1%.
Screening CCN(CC)C(=O)C1=C(C)N(CCCN2CCCC2=O)C(=O)C(CC(=O)NC2CCCC2)C1 (configuration not stated) returned VEEV TC-83 Vero 1.6%.
Nc1nc(SCc2ccccc2)sc1C(=O)N1CCCCC1 was read as VEEV TC-83 Vero inactive.
For Cc1ccc(S(=O)(=O)N2C[C@]3(O)C[C@@H]4C(=O)N(c5ccccc5)C(=O)[C@@H]4C[C@]3(OC(=O)NCc3ccco3)C2)cc1 the results were VEEV TC-83 Vero inactive.
Screening O=C(CN1C(=O)CSc2ccc(S(=O)(=O)N3CCOCC3)cc21)NCc1c(F)cccc1Cl returned VEEV TC-83 Vero inactive.
Screening C[C@H]1CN(C2CCCCC2)C(=O)[C@@H]1CC(=O)Nc1ccccc1 returned VEEV TC-83 Vero inactive.
CCC(C)(C)NC(=O)C1CCN(S(=O)(=O)c2cccs2)CC1 was read as VEEV TC-83 Vero 0.1%.
Cc1[nH]c2ccccc2c1/C=N\NC(=O)c1ccccc1Cl was read as VEEV TC-83 Vero 1.1%.
Screening CCOc1ccccc1C(=O)Nc1nnc(SCC(=O)N2CCCC2)s1 returned VEEV TC-83 Vero 6.5%.
`CCOc1ccccc1C=C1CCc2ccccc2C1=O` gave VEEV TC-83 Vero 0.1%.
`CCN1/C(=C/C=C/C2=[N+](CC)c3ccccc3C2(C)C)C(C)(C)c2ccccc21` gave VEEV TC-83 Vero 6.4%.
Screening CCC1=NN(C(=O)c2ccccc2[N+](=O)[O-])C(O)(c2ccccc2)C1 (configuration not stated) returned VEEV TC-83 Vero 0.2%.
`Cc1cccc(CCNC(=O)C2CC(O)CN2C(=O)Nc2ccccc2)c1` (configuration not stated) gave VEEV TC-83 Vero 0.8%.
For O=c1c2ccccc2nnn1CCc1ccccc1 the results were VEEV TC-83 Vero 1.8%.
CCN(CC)C(=O)C1=C(C)N(Cc2ccc(OC)cc2)C(=O)C(CC(=O)NCc2cccs2)C1 (configuration not stated) was read as VEEV TC-83 Vero inactive.
Cc1nc(N/N=C/c2cccnc2)cc(N2CCOCC2)n1 was read as VEEV TC-83 Vero 0.6%.
Screening COc1ccc(-n2nc3ccc(N)cc3n2)cc1 returned VEEV TC-83 Vero 4.3%.
Screening COc1cc2c(cc1OC)C(CNC(=O)C=Cc1ccccc1)C2 (configuration not stated) returned VEEV TC-83 Vero 4.3%.
`O=C(COC(=O)COc1ccc(Cl)cc1)Nc1cccnc1Cl` gave VEEV TC-83 Vero 0.5%.
Screening CCOC(=O)C1(COCc2ccccc2)CCCCC1=O (configuration not stated) returned VEEV TC-83 Vero 0.4%.
For CC1CCC2(CC1)NC(=O)N(CC(=O)NCc1ccco1)C2=O (configuration not stated) the results were VEEV TC-83 Vero inactive.
`COc1cccc(-c2n[nH]nc2C2=CC(=O)C[C@H](c3ccc(F)cc3)C2)c1` gave VEEV TC-83 Vero 5.6%.
`C[C@@H]1CN([C@H](C)CO)C(=O)c2cc(C#CC3CCCCC3)cnc2O[C@H]1CN(C)Cc1cccnc1` gave VEEV TC-83 Vero inactive.
Screening C[C@H](CO)N1C[C@H](C)[C@@H](CN(C)C(=O)Nc2ccc(C(C)(C)C)cc2)OCc2cnnn2CCCC1=O returned VEEV TC-83 Vero 0.3%.
`COc1ccc(Cl)cc1N(CC(=O)NCc1ccccn1)S(=O)(=O)c1ccc(C)cc1` gave VEEV TC-83 Vero inactive.
For C[C@H](CO)N1C[C@H](C)[C@H](CN(C)C(=O)Nc2ccc(F)cc2)OCc2cnnn2CCCC1=O the results were VEEV TC-83 Vero 0.4%.
Screening COc1cc2c(cc1OC)C(O)=CC(=O)C2=O returned VEEV TC-83 Vero inactive.
`Cn1c(=O)c2c(-c3ccccc3)n(-c3ccccc3S)cc2n(C)c1=O` gave VEEV TC-83 Vero 0.3%.
For CCOC(=O)[C@@H](NC(=O)CC[C@H]1O[C@@H](n2cc(C)c(=O)[nH]c2=O)C[C@@H]1O)C(C)C the results were VEEV TC-83 Vero 2.5%.
Screening COc1cc(C=Cc2nnc3c4ccccc4cnn23)cc(OC)c1OC returned VEEV TC-83 Vero 3.4%.

The closing 4 compounds of the section before lead into the next:
Screening COc1cc2c(cc1OC)C(O)=CC(=O)C2=O returned VEEV TC-83 Vero inactive.
`Cn1c(=O)c2c(-c3ccccc3)n(-c3ccccc3S)cc2n(C)c1=O` gave VEEV TC-83 Vero 0.3%.
For CCOC(=O)[C@@H](NC(=O)CC[C@H]1O[C@@H](n2cc(C)c(=O)[nH]c2=O)C[C@@H]1O)C(C)C the results were VEEV TC-83 Vero 2.5%.
Screening COc1cc(C=Cc2nnc3c4ccccc4cnn23)cc(OC)c1OC returned VEEV TC-83 Vero 3.4%.
Cc1cn([C@H]2C[C@H](O)[C@@H](CNC(=O)[C@H]3CCC(=O)N3)O2)c(=O)[nH]c1=O was read as VEEV TC-83 Vero 6.6%.
Screening CCOC(=O)C1=C(C)NC(C)=C(C(=O)OCC)C1c1cccc([N+](=O)[O-])c1 returned VEEV TC-83 Vero 4.8%.
For CCCCN(C)CCCNC(=O)Cn1cc2c(n1)-c1c(oc(C(=O)N3CCCC3)c1C)CC2 the results were VEEV TC-83 Vero 1.1%.
`Cc1cccc(-c2ocnc2C(=O)Nc2ncc(C)s2)c1` gave VEEV TC-83 Vero 0.1%.
Screening Cn1c(SCC(=O)NC2CCCCC2)nc2c(c1=O)SCC2 returned VEEV TC-83 Vero inactive.
`COc1ccc(Cl)cc1S(=O)(=O)NC(C)c1cnn(-c2ccccn2)c1C` (configuration not stated) gave VEEV TC-83 Vero 3.9%.

Random excerpt: 3 records from the list, in no set order.
Cc1cn([C@H]2C[C@H](O)[C@@H](CNC(=O)[C@H]3CCC(=O)N3)O2)c(=O)[nH]c1=O was read as VEEV TC-83 Vero 6.6%.
Screening C[C@H](CO)N1C[C@H](C)[C@@H](CN(C)C(=O)Nc2ccc(C(C)(C)C)cc2)OCc2cnnn2CCCC1=O returned VEEV TC-83 Vero 0.3%.
Screening O=C(CN1C(=O)CSc2ccc(S(=O)(=O)N3CCOCC3)cc21)NCc1c(F)cccc1Cl returned VEEV TC-83 Vero inactive.
